Screens from PubChem BioAssay.
PTHR1 ag – qHTS for PTHR1 Agonists: Primary Screen; HEK293 GP2 PTHR1 cells, GloSensor cAMP luminescence, 1 h; 410,000 compounds, 0.075% hits; Potency, µM (highest dose often 115 µM), for inactives: at the top dose activation, usual class: activators; Parathyroid hormone/parathyroid hormone-related peptide receptor (Homo sapiens), Q03431; AID 743266, 2014; also: nearly all actives have a fitted effect of over 55% in size; some results filed as inactive show a strong effect at the top dose; inactives centre near -15; many of its hits are not listed in these tables
Target sequence (Q03431 whole entry, looked up): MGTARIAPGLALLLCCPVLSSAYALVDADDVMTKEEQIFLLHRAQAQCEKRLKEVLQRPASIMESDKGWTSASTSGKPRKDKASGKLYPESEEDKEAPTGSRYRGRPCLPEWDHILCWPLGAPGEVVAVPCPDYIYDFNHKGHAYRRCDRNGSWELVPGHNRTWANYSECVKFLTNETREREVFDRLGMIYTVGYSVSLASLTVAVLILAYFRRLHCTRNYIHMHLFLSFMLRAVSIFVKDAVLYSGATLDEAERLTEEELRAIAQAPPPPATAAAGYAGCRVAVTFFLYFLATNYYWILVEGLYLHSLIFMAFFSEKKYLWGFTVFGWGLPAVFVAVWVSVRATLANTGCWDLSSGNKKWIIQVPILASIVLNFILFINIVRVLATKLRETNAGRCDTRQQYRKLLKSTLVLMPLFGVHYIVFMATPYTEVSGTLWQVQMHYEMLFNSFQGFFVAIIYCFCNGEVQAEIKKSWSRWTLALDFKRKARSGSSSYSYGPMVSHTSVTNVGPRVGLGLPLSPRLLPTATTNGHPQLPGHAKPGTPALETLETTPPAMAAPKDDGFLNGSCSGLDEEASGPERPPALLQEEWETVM
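HEK-293-derived GP2 cells expressing PTHR1 and a GloSensor cAMP reporter, 3,000/well, plated overnight, given luciferin plus IBMX (each 0.5 mM as added) for 1 h at 37 °C, then compound for 1 h at 37 °C. Luminescence was read after 15 min at room temperature.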
FUS suppressor – qHTS for Suppressors of FUS Proteinopathy: Primary screen using FUS-linked yeast assay | S. cerevisiae FUS-expressing, growth rescue, OD600, 24 h | Potency, µM (titrated, usually from 76.6 µM), without a hit: at the highest dose growth rescue (activation), actives largely listed as activators | 390,000 compounds, 0.24% hits | AID 1347120, 2019;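 also: plate controls were DMSO vehicle for no effect and reference control for full effect; nearly all actives have a fitted effect of over 55% in size; some results filed as inactive show a strong effect at the top dose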
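Quantitative HTS measuring growth restoration of FUS-toxic yeast. Galactose-induced cells (OD 0.005) were exposed 24hr at 30C to compounds at several concentrations, then absorbance at 600 nm was recorded.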
TDP43 rescue – qHTS of TDP-43 Inhibitors | TDP-43 expressing yeast growth rescue, BacTiter-Glo, 24 h | Potency, µM (top dose mostly 46.1 µM), for inactives: top-dose growth rescue (activation), usual class: activators | 410,000 compounds, 1.8% hits | AID 652104, 2013; also: % of control where 0% means no effect; nearly all actives have a fitted effect of over 50% in size
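Readout is BacTiter-Glo luminescence of cell growth, so inhibitors register as activators. TDP-43-expressing yeast at OD600=0.02 in galactose medium, after raffinose pregrowth to mid-log, were incubated with compound for 24 hr at 30 deg C.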
* = called active by the depositor; i = inactive; ? = inconclusive; [ ] = dose if it differs, or a comment. Calls follow the shape of the dose curve; as a rule, active = well fitted curve in the direction sought with a large enough effect; inconclusive = small, poorly fitted or top-dose-only effect, or another doubt; inactive = no such curve, though single readings can be large; an effect the other way counts as inactive or inconclusive. Potency is read from the fitted curve at half-maximal effect. Not all compounds are listed; the hit share may differ from the screen's.

SMILES	PTHR1 ag	FUS suppressor	TDP43 rescue
CC(C)(C)C(=O)N1CCN(c2nc3c(F)cccc3s2)CC1	-33%	-2%	?
Cc1ccc(Cl)cc1NC(=O)/C(C#N)=C/c1c(C)n(Cc2ccccc2)c2ccccc12	i	9%	18%
Cc1c(Cl)cccc1NC(=O)CSc1nc(=O)n(Cc2ccccn2)c2c1CCC2	i	17%	-6%
Cc1cccc(N2CCN(C(=O)c3cnc(N4CCCC4)nc3C)CC2)c1C	-26%	26%	29%
Cc1oc(-c2ccc(Cl)cc2)nc1CS(=O)CC(=O)N1CCN(c2cccc(C(F)(F)F)c2)CC1 (stereo not drawn)	-33%[inhibitor]	34%	7%
CCCNC(=O)CN1C(=O)COc2ccc(S(=O)(=O)N3CCCC3)cc21	-14%	-30%	2%
Cc1ccccc1-c1nc2c3c(-c4ccccc4)c(-c4ccccc4)oc3ncn2n1	i	-9%	19%
NS(=O)(=O)c1ccc(CCNC(=O)c2ccc3nc(CCc4ccccc4)oc3c2)cc1	i	32%	-15%
O=C(Nc1ccc(Cl)c(Cl)c1)N(Cc1c[nH]c2ccccc12)C1CCCCC1	i	13%	?
COCCn1c(SCC(=O)c2ccc(F)cc2)nc2cc(C(=O)NC3CCCC3)ccc2c1=O	i	-5%	-1%
CCc1ccc(S(=O)(=O)c2cnc3ccc(OC)cc3c2N2CCCC(C)C2)cc1 (stereo not drawn)	-56%[inhibitor]	?	-9%
COc1ccc(CNC(=O)c2ccc3c(c2)N(C)C(=O)C2CCCCN32)cc1OC (stereo not drawn)	i	32%	29%
Cc1ccc(C(=O)NCC(=O)OCc2cc(=O)n3ccsc3n2)cc1	-29%	4%	7%
COc1ccc(C)cc1Nc1nc2cc(Cl)c(Cl)cc2nc1-n1nc(C)cc1C	i	-32%	0%
COc1ccc(-c2cc(-c3ccccc3)nc3c2COc2ccccc2-3)cc1	i	0%	19%
CCCSc1nnc(NC(=O)c2cc(=O)c3ccccc3o2)s1	i	19%	-5%
COc1ccc(C)cc1NC(=O)C1CCN(S(=O)(=O)c2cc(Br)cc3c2N(C(C)=O)CC3)CC1	-24%	-6%	17%
COc1ccc(-n2nc(C(=O)Nc3cccc(Cl)c3)c3c4ccccc4n(C)c3c2=O)cc1Cl	i	-32%	-8%
CCOc1ccc(C2c3[nH]c4ccccc4c3CCN2C(=O)CCc2ccccc2)cc1 (stereo not drawn)	14%	44%	-16%
Cc1cc2nc(-c3cccc(NC(=O)COc4ccc(C(C)C)cc4)c3)oc2cc1C	-31%	-18%	10%
Cc1cccc(Oc2nc3c(c(=O)n(C)c(=O)n3C)n2Cc2ccccc2)c1C	-5%	-15%	22%
COc1ccc(OC)c(S(=O)(=O)N2CCC(c3ccncc3)CC2)c1	-13%	3%	0%[9.22 µM]
CCN1C(=O)c2ccccc2Sc2ccc(NC(=O)c3cccc(C)c3)cc21	-10%	44%	27%
CC(C)(C)C(=O)CSc1nc2ccsc2c(=O)n1Cc1ccccc1Cl	i	-4%	6%
Cc1nn(CC(=O)N2CCN(c3cccc(C(F)(F)F)c3)CC2)c(=O)c2cc3sccc3n12	i	-17%	7%

Part of the list above, limited to PTHR1 ag and FUS suppressor.
structure | PTHR1 ag | FUS suppressor
COc1ccc(C)cc1Nc1nc2cc(Cl)c(Cl)cc2nc1-n1nc(C)cc1C | i | -32%
COc1ccc(-c2cc(-c3ccccc3)nc3c2COc2ccccc2-3)cc1 | i | 0%
CCCSc1nnc(NC(=O)c2cc(=O)c3ccccc3o2)s1 | i | 19%
COc1ccc(C)cc1NC(=O)C1CCN(S(=O)(=O)c2cc(Br)cc3c2N(C(C)=O)CC3)CC1 | -24% | -6%

New compounds follow:
SMILES	PTHR1 ag	FUS suppressor	TDP43 rescue
COC(=O)c1ccccc1NC(=O)CN(c1ccc(Cl)cc1)S(=O)(=O)c1ccc(OC)cc1	12%	10%	12%
O=C(CCCn1c(=O)c2ccccc2n(CC(=O)Nc2cccc(C(F)(F)F)c2)c1=O)NCc1ccc2c(c1)OCO2	-14%	3%	6%
Cn1c(COc2ccccc2C(C)(C)C)nc2ccccc21	-14%	26%	?
CCCCN(C)CCNC(=O)c1ccc(Cn2c(=O)[nH]c3cc(OC)c(OC)cc3c2=O)cc1	-2%	-22%	-1%
Cc1nnc(N2CCN(c3ccccc3F)CC2)c2c1nnn2Cc1ccccc1Cl	-42%[inhibitor]	-7%	-1%
CC(CCc1ccccc1)NC(=O)CSc1n[nH]c(-c2ccc(F)cc2)n1 (stereo not drawn)	-90%[inhibitor]	21%	-11%
CCOc1ccc(Cn2c(CNS(=O)(=O)c3ccc(Cl)s3)nc3cccnc32)cc1	i	12%	6%
Cc1nc2cccnc2n1-c1cccc(C(=O)N2CCN(c3cccc(Cl)c3)CC2)c1	-32%[inhibitor]	32%	7%
CCOc1ccc(NC(=O)Cn2c(=O)n(CCCC(=O)NCCc3ccc(Cl)cc3)c(=O)c3ccccc32)cc1	-4%	3%	3%[9.22 µM]
CC(=O)N1CCC2(CC1)OC(=O)C(C)=C2C(=O)NCc1ccccc1Cl	-2%	25%	-2%
CN(C(=O)CSc1nc2ncccc2o1)c1ccc(F)cc1	i	18%	19%
COCCNC(=O)Cn1nc(C)c2c(C)n(-c3ccc(C)cc3)nc2c1=O	?	6%	0%
Cc1cccc(NC(=O)Cn2c(=O)nc(-c3ccccc3)c3ccccc32)c1C	i	3%	0%
COc1ccc(NC(=O)CN2CCN(Cc3ccc(F)cc3)S2(=O)=O)cc1Cl	i	21%	27%
COc1ccc(OC(=O)c2nc(SCc3ccccc3F)ncc2Cl)cc1	17%	-8%	2%
CCOC(=O)c1ccc2c(c1)N(Cc1cccc(OC)c1)C(=O)c1ccccc1S2(=O)=O	-17%	?	11%
CCOC(=O)c1c(C)oc2nc(C)nc(N3CCN(c4ccccc4F)CC3)c12	-18%	-21%	?
Cc1ccc(Cl)cc1N1CCN(C(=O)c2cn(C)c3ccc(S(=O)(=O)N(C)C4CCCCC4)cc3c2=O)CC1	3%	9%	-7%
Cc1cc(C)c(S(=O)(=O)N2CCN(Cc3ccc4c(c3)OCO4)CC2)cc1C	i	19%	17%
O=C(Cn1c(=O)n(Cc2nc(-c3ccccc3)no2)c(=O)c2cc3c(cc21)OCO3)Nc1cccc(C(F)(F)F)c1	i	-9%	15%
CCN1CCN(Cc2c(O)ccc3c(C)c(-c4ccccc4)c(=O)oc23)CC1	-4%	-6%	0%[9.22 µM]
CCn1cc(C(=O)N2CCN(c3ccccc3F)CC2)c(=O)c2cc(S(=O)(=O)N(C)C)ccc21	i	24%	-3%
Cc1ccccc1C(=O)NCc1nc2cccnc2n1Cc1ccccc1	i	-14%	21%
CCc1ccc(CNc2nc3nc(C)c(Cc4ccccc4)c(=O)n3[nH]2)cc1	-22%	-20%	12%
CCc1cccc(NC(=O)c2ccc(CN3C(=O)C(C)=C(c4ccc(OC)cc4)S3(=O)=O)cc2)c1	i	-4%	18%
(continued)
SMILES	PTHR1 ag	FUS suppressor	TDP43 rescue
Cc1c(-c2nc(-c3ccccc3)no2)nnn1-c1cccc(C(F)(F)F)c1	i	-11%	22%
O=C(NCc1ccc2c(c1)CCN2C(=O)c1ccccc1)c1ccc(Br)o1	-9%	-16%	21%
O=C(c1cc2c(=O)oc3ccccc3c2s1)N1CCN(c2cccc(Cl)c2)CC1	?	-24%	-23%
Cc1ccc(NC(=O)CSc2nnc3[nH]c(=O)cc(-c4ccccc4)n23)cc1Cl	i	5%	0%
COc1cccc(C(=O)NC(=O)Nc2ccc(-c3cc(C(F)(F)F)nn3-c3ccccc3)cc2)c1	-72%	-11%	6%
Clc1ccc(N2CCN(Cc3nnc(-c4ccc5c(c4)OCO5)o3)CC2)cc1	-36%[inhibitor]	-13%	10%
COc1ccc(N2CCN(Cc3nc4c(c(=O)[nH]c(=O)n4C)n3CC(C)C)CC2)cc1	?	-6%	-3%
CCOC(=O)C1CCCN(S(=O)(=O)c2ccc3c(c2)oc(=O)n3C)C1 (stereo not drawn)	-14%	-27%	27%
CCOc1ccc(NC(=O)Cn2cnc3sc(C)c(S(=O)(=O)N4CCN(c5ccccc5OC)CC4)c3c2=O)cc1	i	2%	6%
CCOc1ccc(CNC(=O)CSc2nnc(C)c3c(C)n(-c4ccccc4)nc23)cc1	-23%	6%	4%
CCOC(=O)c1c(C)[nH]c(CCC(=O)NCc2ccc(OC)cc2OC)c1C	i	7%	8%
CCc1cnc2c(c1SCC(=O)Nc1ccc(C)cc1C)c(=O)n(C)c(=O)n2C	i	-2%	3%
COc1ccc(NC(=O)C(C)N2Cc3ccccc3C2=O)cc1OC (stereo not drawn)	-9%	-11%	23%
COc1cc(NC(=O)Cn2c(=O)n(Cc3ccccc3OC)c(=O)c3cccnc32)cc(OC)c1	i	9%	-9%
COc1ccc(NC(=O)CN(C)S(=O)(=O)c2ccc3[nH]c4c(c3c2)CCCC4)cc1OC	-40%[inhibitor]	-9%	21%
COc1cc(NC(=O)CSc2nc3nc(C)c(Cc4ccc(C)cc4)c(C)n3n2)cc(OC)c1OC	-47%[inhibitor]	?	28%
COc1ccc(Cn2c(=O)[nH]c3cc(C(=O)NCCC(C)C)ccc3c2=O)cc1	-22%	-25%	14%
Cc1ccc(NC(=O)Cn2c(=O)n(CCC(C)C)c(=O)c3cccnc32)cc1C	-29%	0%	-3%
COc1ccc(C)cc1NC(=O)NCCn1nnc2cc(S(=O)(=O)N(C)C)ccc21	i	4%	16%
COc1ccccc1C(=O)N1CCC(c2c[nH]c3ccccc23)(c2c[nH]c3ccccc23)CC1	-2%	5%	9%
CCCn1cc(S(=O)(=O)c2ccc(C)cc2)c(=O)c2cc(F)c(N3CCCC3)cc21	28%	-11%	8%
CCc1ccc2oc(-c3ccc(NC(=O)c4ccc(OC)c(Br)c4)cc3)nc2c1	-18%	12%	7%
COc1ccc(S(=O)(=O)c2c(SC)nn(CC(=O)Nc3ccc(C)c(Cl)c3)c2N)cc1	-6%	?	26%
Cc1ccc(-n2nc3c(N4CCCC(C(=O)NCc5ccccc5C)C4)nnc(C)c3c2C)cc1 (stereo not drawn)	i	10%	11%
CCOc1ccc(-c2nc(-c3ccccc3)c(-c3ccccc3)[nH]2)cc1OCC	-3%	16%	28%
New compounds follow
SMILES	PTHR1 ag	FUS suppressor	TDP43 rescue
O=C(CSc1nnc(-c2ccc(Br)cc2)n1-c1ccccc1)c1ccccc1	i	12%	1%
COc1ccc(-c2cc(C(F)(F)F)nc(NCc3ccc(Cl)cc3)n2)cc1	i	-31%	-2%
CCOC(=O)C1=C(CN2CCN(c3ccc(Cl)cc3)CC2)NC(=O)NC1c1ccc(F)cc1 (stereo not drawn)	-27%	-24%	5%
CCc1c(C)nc2nncn2c1Nc1ccc(Cl)cc1	-85%[inhibitor]	-1%	?
COc1ccc(CCNC(=O)CN2C(=O)COc3ccc(C)cc32)cc1OC	-22%	25%	14%
Cc1noc2ncnc(N3CCCC(C(=O)Nc4cccc(C(F)(F)F)c4)C3)c12 (stereo not drawn)	-37%[inhibitor]	-25%	30%
Cn1ncc2c(N3CCN(c4ccccc4Cl)CC3)ncnc21	-76%[inhibitor]	6%	?
CN(C)CCNc1oc(-c2ccc(COc3ccc(Cl)cc3)o2)nc1C#N	-37%[inhibitor]	10%	11%
COc1cccc(NC(=O)CSc2nc(=O)n(Cc3ccccn3)c3c2CCC3)c1	-3%	33%	16%
COc1ccc(C(=O)NCC(c2ccc3c(c2)OCO3)N2CCN(c3ccc(F)cc3)CC2)cc1 (stereo not drawn)	i	13%	17%
O=C(c1cc(-c2ccccc2O)on1)N1CCCCC1	-26%	-8%	16%
O=C(Cn1c(=O)n(Cc2ccco2)c(=O)c2ccccc21)Nc1cccc(F)c1	i	19%	15%
COc1ccc2occ(CC(=O)Nc3ccc(S(=O)(=O)Nc4nc(C)cc(C)n4)cc3)c2c1	20%	?	0%
CCOc1ccccc1C(=O)N(Cc1ccco1)Cc1ccccc1F	i	28%	21%
COc1ccc(NC(=O)c2c(-c3ccc(C)cc3)nnc3ccccc23)cc1Cl	-23%	3%	7%

6 compounds from above, sorted by their value in PTHR1 ag, high to low:
Structure	PTHR1 ag
COc1ccc2occ(CC(=O)Nc3ccc(S(=O)(=O)Nc4nc(C)cc(C)n4)cc3)c2c1	20%
COc1cccc(NC(=O)CSc2nc(=O)n(Cc3ccccn3)c3c2CCC3)c1	-3%
COc1ccc(CCNC(=O)CN2C(=O)COc3ccc(C)cc32)cc1OC	-22%
COc1ccc(NC(=O)c2c(-c3ccc(C)cc3)nnc3ccccc23)cc1Cl	-23%
O=C(c1cc(-c2ccccc2O)on1)N1CCCCC1	-26%
CCOC(=O)C1=C(CN2CCN(c3ccc(Cl)cc3)CC2)NC(=O)NC1c1ccc(F)cc1 (stereo not drawn)	-27%
